T cell HTS: T cell immune modulators affecting CD8 T cell-vesicle binding; 2C CD8+ T cell-vesicle binding, flow cytometry; stronger effect = lower value; calls only at 7 µM; 0.068% of 330,000 active;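 active means response, share of CD8 T cells binding vesicles, and their 90th percentile fluorescence all below set limits, cut at about 80% in these data, passing the limit was not always enough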
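material = purified 2C TCR transgenic mouse naive CD8+ T cells | controls = Unloaded micro-vesicles (low), QL9 vesicles with 0.7% DMSO (high) | detection = cytometric PE anti-B7-1 and Alexa647 anti-CD8 signals after 1% paraformaldehyde fixation | incubation = binding step 1.5 h, 37 °C, antibody labelling 20 min, ice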
Hep lipid drop: modulators of hepatic lipid droplet formation. AML12 mouse hepatocytes, oleate lipid droplets, BODIPY imaging. inhibition, % at 6.5 µM. 0.4% of 240,000 active. AID 1656;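 active means lipid droplet intensity inhibited by at least 50%, with more than 500 cells counted; inconclusive means wells with under 300 cells, treated as cytotoxic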
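material = mouse AML12 hepatocyte cell line, fixed after treatment | also added = 100 µM oleic acid challenge | doses = compound at 6.5 µM only | schedule = overnight exposure | technique = Image-based BODIPY and DAPI two-channel analysis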
human PMI inhibition: inhibitors of human PMI, primary screen, biochemical, fluorescence intensity, coupled assay (AID 1209) | purified PMI enzyme, coupled fluorescence intensity; higher % means a stronger effect | inhibition, % at 20 µM, or IC50 in µM where a hit was titrated | 0.42% of 190,000 active;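 further: plate controls were DMSO vehicle for no effect and wells lacking substrate for full effect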
Ins promoter up: MIN6 insulin promoter up-regulation | z-score at 5 µM | 0.3% of 190,000 active | AID 1625 | MIN6 insulin promoter-GFP reporter, high-content imaging; stronger effect = higher value;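 active means z-score above 3 at 5 µM with at least 500 cells counted in the well; inconclusive means wells under 500 cells, flagged as cytotoxic or low count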
Autophagy mod: alters autophagy in cells; MEF GFP-LC3 puncta imaging; test concentration mostly 10 µM; calls only at 10 µM (by protocol); 0.98% of 190,000 active; AID 463193;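 active means percentage of spot-positive cells more than 3 SD above its plate mean, without a fluorescence outlier flag or 80% toxicity; inconclusive means no clear call, values can overlap the other calls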;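 further: spot-positive cell cutoff set from DMSO-treated cells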
b-catenin transl: alters nuclear translocation of beta-catenin in HeLa cells | immunofluorescence imaging | nuclear translocation activity, % at 5 µM | 0.3% of 190,000 active;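 active means nuclear translocation activity above 50% at 5 µM, with a well cell count of 50 or more; inconclusive means wells under 50 cells across six images, flagged as toxic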;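 further: per-cell ratio of nuclear to cytoplasmic median beta-catenin stain intensity; plate controls were DMSO negative control for no effect and GSK-3 inhibitor IX positive control for full effect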
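Test system: human HeLa cell line; Doses: 5 µM primary, 0.02–20 µM confirmation; Incubation: 24 h compound exposure, 37°C; Detection: beta-catenin immunofluorescence imaging with DAPI; Read-out: beta-catenin nuclear/cytoplasmic ratio, % activation.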
TNAP activators: stimulation of alkaline phosphatase TNAP activity – biochemical, luminescent, no phosphate acceptor, uHTS, primary screen (AID 1001). purified TNAP, luminescent activation assay, no phosphate acceptor; higher activation fold means a stronger effect. activation fold at 20 µM, or EC50 in µM where a hit was titrated. 0.03% of 200,000 active; in the data active means activation fold from about 3, or a potency from the dose series; inactive means the rest, 99 in 100 with activation fold below about 1.6; further: many of its hits are not listed in these tables
human PMI inhibitors: human PMI inhibitors, high substrate, primary screen, biochemical, fluorescence intensity, high mannose 6-phosphate (AID 1220) | recombinant PMI enzyme, coupled fluorescence intensity; higher % means a stronger effect | inhibition, % at 20 µM; hits with a dose series show IC50 in µM | 0.66% of 190,000 active
MT stabilize HCS: microtubule stabilizers in HeLa cells | 0.83% of 200,000 active | AID 2205 | HeLa tubulin immunostaining HCS, 24 h; share of cells brighter than vehicle mean+2SD | % tubulin-high responders, % at 10 µM;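 active means plate Z-score above 3 for both tubulin-high and condensed-nucleus cell shares, with cell loss under 80%, at 10 µM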;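 further: anti alpha tubulin signal scored within the nucleus-defined area of each cell; some results filed as inactive read as strong as hits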
Ins promoter up cell count: second read-out of Ins promoter up, no call of its own (marks repeat the call); cell count; measured here: cytotoxicity, nuclei count;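 total cells summed across four imaged fields per well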
Hep lipid drop cells 6.5 µM: also measured in Hep lipid drop; calls as there; cell count; measured here: cell count, cytotoxicity flag;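 cells counted across two imaged fields per well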
b-catenin transl cell count 5 µM: second read-out of b-catenin transl, no call of its own (marks repeat the call); cell count; measured here: cell count, cytotoxicity flag
T cell HTS vesicle-bound %: also measured in T cell HTS; calls as there; double positive events, %; measured here: CD8+ vesicle-bound cell fraction;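 binding gate set so that unloaded-vesicle control wells show 10% double positive cells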
MT stabilize HCS Hoechst-high %: also measured in MT stabilize HCS; calls as there; % Hoechst-high responders; measured here: nuclear condensation Hoechst responders;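 share of cells brighter than vehicle mean plus two SD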
MT stabilize HCS cytotoxicity %: second read-out of MT stabilize HCS, no call of its own (marks repeat the call); toxicity, %; measured here: cytotoxicity by cell density;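 0% = mean cell density of plate MIN control wells and 100% = no cells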
Autophagy mod cell loss 18 h: second read-out of Autophagy mod, no call of its own (marks repeat the call); toxicity, %; measured here: cell loss, nuclei count;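 cell loss after 18 h compound exposure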
Active calls of the source: *; i = inactive; ? = inconclusive; nt = not tested or not shown; + = active, no number. Unless noted, no stated cut-off is given here; in the data, active means inhibition above about 50%; inactive means the rest.

SMILES	T cell HTS	T cell HTS vesicle-bound %	Hep lipid drop	Hep lipid drop cells 6.5 µM	human PMI inhibition	Ins promoter up	Ins promoter up cell count	Autophagy mod	Autophagy mod cell loss 18 h	b-catenin transl	b-catenin transl cell count 5 µM	TNAP activators	human PMI inhibitors	MT stabilize HCS	MT stabilize HCS Hoechst-high %	MT stabilize HCS cytotoxicity %
CCOC(=O)c1c(NC(C)=O)sc2c(O)c(CN3CCN(CC)CC3)ccc12	i	44	nt	nt	19%	-0.84	1159	i	-38	-3.5	942	0.9	45%	2.3	2.5	9.7
COc1ccc(C(=O)NC(=S)NCc2cccnc2)cc1[N+](=O)[O-]	i	9	28	690	-11%	0.31	1304	i	16	2.8	954	1.1	-5%	3.1	2.2	1.3
Cc1cc(C)n2nc(C(=O)OCC(=O)Nc3ccc4c(c3)OC(F)(F)O4)nc2n1	i	46	-3	795	15%	0.46	763	i	28	2.4	1090	1.1	5%	1.8	0.9	3.8
COc1ccc(C(C)=O)cc1CSc1nc2ccccc2o1	i	20	-2	711	12%	nt	nt	i	1	nt	nt	1.1	10%	2.1	0.8	28
Cc1ccc(S(=O)(=O)N2CCN(c3ccccn3)CC2)cc1	i	26	4	683	nt	0.09	1499	nt	nt	-1.2	1151	nt	nt	nt	nt	nt
CCN1CC(CN(C)Cc2nc(-c3ccc(C(F)(F)F)cc3)no2)CC1=O (stereo not given)	i	6	?	nt	nt	nt	nt	i	27	57*	385*	1	nt	1.7	1.2	4.8
O=C(Nc1cccc(S(=O)(=O)N2CCOCC2)c1)c1c2c(nc3ccccc13)CCC2	i	7	-10	632	-35%	-0.15	1335	i	-16	-0.6	1023	1	-41%	2.4	2.1	6.3
CNc1nc(C)c(C#N)cc1C(C)=O	i	65	-1	754	6%	-0.47	1333	i	1	nt	nt	1.1	4%	3.0	1.9	9.6
CCCC[n+]1c(-c2ccc(Cl)cc2Cl)csc1Nc1ccccc1	i	46	-23	573	0%	-0.42	1233	i	12	-1.6	1131	1.1	-7%	1.5	4.3	9.1
O=C(CSCc1ccc([N+](=O)[O-])cc1)NC1CCCCCC1	i	41	1	672	1%	0.32	1635	i	38	-2.7	989	1.1	0%	1.7	1.5	3.9
COc1cc(OC)cc(-n2nnnc2SCC(=O)Nc2ccc(C(C)=O)cc2)c1	i	45	-2	772	5%	nt	nt	+	8.5*	nt	nt	1.1	0%	3.1	2.0	6.8
COc1ccccc1Nc1nc(-c2c(C)[nH]c3ccccc23)cs1	i	52	37	643	-23%	-0.52	1198	i	-18	2.9	482	1	-96%	4.1	2.3	3.3
CNCC(O)Cn1c(C(F)(F)F)nc2ccccc21 (stereo not given)	i	27	-25	712	0%	0.23	1163	i	1	-4.3	1272	1.1	-5%	4.3	1.7	8.5
COc1cc2c(cc1OC)-c1cc(NC3CC3)nc(=O)n1CC2	i	5	3	728	2%	-0.06	966	i	5	0.8	1204	1.1	-1%	2.5	2.3	9.2
Nc1ncnc(Nc2cc(Cl)cc(Cl)c2)c1[N+](=O)[O-]	i	42	-6	620	5%	?	nt	i	-2	-1.0	502	1	5%	1.5	1.7	1.9
Cc1ccc(C(=O)Cn2ncsc2=N)cc1	i	45	nt	nt	10%	0.36	1547	i	1	-0.7	1238	1	4%	2.9	1.6	4.2
Cc1cccc(NC(=O)C2CC(=O)OC23CCCC3)c1 (stereo not given)	i	20	-3	750	-1%	0.21	1202	i	1	-4.3	1230	1.1	6%	3.4	1.7	1.0
CCNC(=O)NC(=O)CSc1nc2ccccc2n1CC(C)C	i	39	nt	nt	11%	0.08	1305	i	3	0.6	1456	1.1	11%	2.4	1.7	3.7
Cc1cc(C)nc(SCc2cn3cc(Cl)ccc3n2)n1	i	52	28	730	2%	-0.14	1464	i	-7	-1.6	1126	1	-4%	3.2	3.0	1.6
CCOC(=O)N1CCN(CC(O)COC2CC(C)CC(C)(C)C2)CC1 (stereo not given)	i	46	nt	nt	0%	1.5	927	i	-11	-6.8	828	1	1%	2.0	2.0	7.5
COc1ccc2[nH]c(C(=O)O)c(CCN3C(=O)c4cccc([N+](=O)[O-])c4C3=O)c2c1	i	30	-1	709	nt	0.36	1290	nt	nt	-2.5	1130	nt	nt	nt	nt	nt
CCOc1ccc(CCN2C(=O)CCC2(C)C(=O)NC(C)CC)cc1OCC (stereo not given)	i	39	nt	nt	5%	0.39	1383	i	-35	-1.1	863	1.1	4%	8.2	1.6	16
O=C(O)c1cccc(S(=O)(=O)Nc2ccc([N+](=O)[O-])cc2O)c1	i	35	0	778	nt	0	1077	nt	nt	0.3	1363	nt	nt	nt	nt	nt
CCn1c(SCC(=O)Nc2nc(C)c(C(=O)OC)s2)nnc1C(C)C	i	49	nt	nt	0%	-0.47	1286	i	2	-3.5	984	1.1	0%	5.1	2.2	8.4
CCOC(=O)c1c[nH]n(-c2ccc(C)cc2)c1=O	i	24	3	724	8%	nt	nt	i	3	0.8	988	1	5%	6.5	2.7	11

Continued; it opens with the 3 that closed the last part.
SMILES	T cell HTS	T cell HTS vesicle-bound %	Hep lipid drop	Hep lipid drop cells 6.5 µM	human PMI inhibition	Ins promoter up	Ins promoter up cell count	Autophagy mod	Autophagy mod cell loss 18 h	b-catenin transl	b-catenin transl cell count 5 µM	TNAP activators	human PMI inhibitors	MT stabilize HCS	MT stabilize HCS Hoechst-high %	MT stabilize HCS cytotoxicity %
O=C(O)c1cccc(S(=O)(=O)Nc2ccc([N+](=O)[O-])cc2O)c1	i	35	0	778	nt	0	1077	nt	nt	0.3	1363	nt	nt	nt	nt	nt
CCn1c(SCC(=O)Nc2nc(C)c(C(=O)OC)s2)nnc1C(C)C	i	49	nt	nt	0%	-0.47	1286	i	2	-3.5	984	1.1	0%	5.1	2.2	8.4
CCOC(=O)c1c[nH]n(-c2ccc(C)cc2)c1=O	i	24	3	724	8%	nt	nt	i	3	0.8	988	1	5%	6.5	2.7	11
CCCCN(C(=O)NC(=O)Nc1cc(C)ccc1C)S(C)(=O)=O	i	19	nt	nt	14%	-0.69	962	i	14	-1.0	1176	1	17%	2.2	1.7	3.5
COc1ccc2nc(SCC(=O)Nc3nccs3)[nH]c2c1	i	21	2	699	5%	0.19	1615	i	3	-1.4	1054	2.5	7%	2.5	1.2	2.6
CC1OC(OCC2OC(Oc3c(-c4ccc(O)cc4)oc4cc(O)cc(O)c4c3=O)C(O)C(O)C2O)C(O)C(O)C1O (stereo not given)	i	27	9	664	5%	0.08	1420	i	-22	-1.4	1143	1	17%	3.3	1.3	4.5
Cc1ccc(CNC(=O)Cn2c(=O)c3sccc3n(Cc3cccc([N+](=O)[O-])c3)c2=O)cc1	i	7	-10	681	11%	0.13	1481	i	7	-1.3	1096	1.3	-6%	4.6	3.6	3.7
O=C(CSc1nnc(Cn2c(=O)sc3ccccc32)n1-c1ccccc1)NCc1ccco1	i	63	-18	740	-9%	0.02	1195	i	-8	-4.4	1203	1.1	-8%	6.0	2.2	6.7
COc1ccccc1NC(=O)c1c(NC(=O)CCC(=O)O)sc2c1CCCCC2	i	33	-2	706	nt	0.34	1331	nt	nt	1.1	1308	nt	nt	nt	nt	nt
CCOC(=O)c1c(-c2ccc(C)o2)csc1NC(=O)CSc1nnnn1-c1ccccc1	i	14	nt	nt	-6%	-1.1	1141	i	-3	-3.9	945	1.1	-5%	1.7	2.5	13
C=CCSc1nc2ccccc2c2nc(-c3ccccc3)nn12	i	52	nt	nt	3%	0.49	1293	i	1	-3.8	1515	1	6%	2.6	2.1	6.3
CC1CCN(c2c(NCC3CCC(C(=O)Nc4ccccn4)CC3)c(=O)c2=O)CC1 (stereo not given)	i	47	1	752	-6%	0.62	1351	i	3	-0.7	555	1.1	-1%	3.5	2.5	6.3
COc1ccc(NC(=O)C(NC(=O)c2ccccc2)C(C)C)cc1 (stereo not given)	i	33	-12	818	5%	0.83	906	i	0	-2.0	996	1.1	8%	1.5	1.6	8.1
O=C(/C=C/c1cccs1)c1cc(Cl)ccc1O	i	10	4	712	2%	-0.69	1498	i	17	-5.5	1126	1	0%	0.6	1.3	5.2
CCOC(=O)Cc1csc(NC(=O)c2cccc(N3C(=O)CCC3=O)c2)n1	i	4	nt	nt	6%	-0.19	1361	i	9	-1.6	1416	1	5%	3.9	3.4	4.7
Nc1nnc(CCCCCCCCCCc2nnc(N)s2)s1	i	25	0	737	0%	-1.2	1358	i	3	2.1	990	1	-5%	2.2	1.9	11
CCOCCOC(=O)c1ccc(-n2cnc(C)n2)nc1	i	49	11	744	0%	0.1	1483	i	-3	-1.0	1542	1.1	-2%	2.1	2.8	7.6
O=C(CC(O)(c1ccccc1)C(F)(F)F)c1cccs1 (stereo not given)	i	13	19	792	-11%	0	1057	i	-10	nt	nt	1.2	-5%	1.1	0.8	3.1
COc1cccc(C(=O)Nc2ccc(F)c(F)c2F)c1	i	27	nt	nt	5%	-0.5	1537	i	1	-0.5	1386	1.1	7%	3.1	1.3	1.8
CC(=O)N(CN1C(=O)CCC1=O)c1ccc(Cl)c(Cl)c1	i	32	17	723	-6%	-0.36	1245	i	-48	-0.5	1094	1.1	-8%	5.7	1.5	7.9
COc1ccc(NC(=O)C2CCCN(S(=O)(=O)c3c(C)n[nH]c3C)C2)cc1OC (stereo not given)	i	30	-2	713	-3%	-0.08	921	i	23	-0.1	1168	0.7	2%	2.7	3.4	1.5
CC(C)NC(=O)NC(=O)COC(=O)c1ncc(Cl)c(Cl)c1Cl	i	7	24	646	-16%	0.31	1241	i	17	0.9	1155	1.1	-2%	2.1	2.2	1.7
COc1ccc(NC(=O)C(OC)c2ccccc2)cc1Cl (stereo not given)	i	33	-18	717	-4%	-0.59	1419	i	20	0.1	947	1.1	-4%	1.7	3.2	4.6
O=C(/C=C/c1ccc(O)cc1)c1ccccc1	i	13	-2	704	nt	0.17	1086	nt	nt	0.7	1330	nt	nt	nt	nt	nt

Screening results (PubChem)
